Screening data (PubChem BioAssay)
SIAE inh = inhibitors of human sialic acid acetylesterase SIAE | SIAE FP-Rh probe binding, fluorescence polarization | 370,000 tested, 0.69% active | Q9HAT2 | inhibition, % at 9.66 µM;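 active = inhibition above a cutoff: mean of compounds within the control limits plus 3 SD of those, cut at about 17% in these data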;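 also: 0% = plate median of compound wells and 100% = probe without SIAE protein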
MBD2 DNA inh = MBD2-methylated oligo binding inhibition | Q9UBB5 | 370,000 tested, 0.31% active | inhibition, % at 4.4 µM | TR-FRET, MBD2 binding to methylated oligonucleotide; in the data active = inhibition above about 13%
TDP2 absorb = TDP2 (human) inhibition, absorbance primary screen; O95551; inhibition, % at 12.8 µM; AID 720702; 370,000 tested, 0.34% active; recombinant TDP2, T5PNP hydrolysis, p-nitrophenol absorbance 415 nm;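 active = inhibition above the mean of all tested compounds plus 3 SD, set per campaign, cut at about 25% in these data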;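 also: 0% = DMSO with enzyme and 100% = buffer with substrate but no TDP2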
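Test system: human TDP2 enzyme; Input: 120 nM TDP2 per well; Buffer or medium: Mg2+-containing Tris-HCl buffer, pH 7.5; Reagent: 5 mM T5PNP; Dosing: 12.8 µM single point, 1% DMSO; Incubation: reaction 2 h, 37 °C; Detection: p-Nitrophenol epi absorbance; Read-out: % inhibition relative to enzyme-containing and enzyme-free wells; Replicates: single well per compound.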
Tn7 DDE FP = inhibitors of Tn7 peptide binding to human fibrin DD(E) | FP displacement of FITC-Tn7 peptide from fibrin DD(E); 0% = median of compound wells per plate | inhibition, % at 8.3 µM | 370,000 tested, 0.13% active;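 active = inhibition above the mean of compounds falling within the control limits plus 3 SD of them, cut at about 14% in these data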;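 also: 0% = plate median of compound wells and 100% = 10 µM Aha-Tn7 peptide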
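assay system = human clot-derived fibrin DD(E) complex | quantity = Fibrin-DD(E) at 2 µM final | timing = 10 min preincubation, 3 h with tracer, room temperature | signal = fluorescence polarization | measure = percent inhibition | benchmarks = high control wells with 10 µM unlabelled Aha-Tn7 peptide (full inhibition) | replicates = singlicate testing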
PRMT1 FP inh = inhibitors of human PRMT1; 370,000 tested, 1.3% active; inhibition, % at 2.79 µM; recombinant PRMT1, activity-based probe fluorescence polarization; Q99873;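 active = inhibition above about 21% made by adding two undisclosed values, limit read from the data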
TCR-CD3 inh = inhibitors of human TCR-CD3 interaction | TAMRA-labeled TCR probe fluorescence, biochemical | inhibition, % at 9.4 µM | 360,000 tested, 0.37% active | AID 651800; in the data active = inhibition above about 19%;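 also: recombinant mutant TCR 2C K166C tagged with TAMRA read by polarization; 0% = receptor in buffer alone and 100% = receptor with positive control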
KLK7 zymogen act = activators of human kallikrein-7 zymogen. P49862. purified proKLK7, EDANS-DABCYL substrate fluorescence; 100% is mature enzyme control, 0% vehicle. activation, % at 7 µM. 370,000 tested, 0.9% active;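 active = activation above the mean of all tested compounds plus 3 SD, computed per campaign excluding outliers beyond control limits, cut at about 13% in these data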
Target sequence (P49862 whole entry, looked up): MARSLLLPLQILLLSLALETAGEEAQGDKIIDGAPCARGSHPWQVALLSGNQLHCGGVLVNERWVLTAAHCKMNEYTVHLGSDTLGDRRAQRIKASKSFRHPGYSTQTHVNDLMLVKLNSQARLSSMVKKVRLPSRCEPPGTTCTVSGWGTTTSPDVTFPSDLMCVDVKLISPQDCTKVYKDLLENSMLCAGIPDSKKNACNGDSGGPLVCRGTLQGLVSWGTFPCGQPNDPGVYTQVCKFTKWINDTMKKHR
UHRF1 MBD2 ctr = human UHRF1 methylated DNA binding inhibitors. 370,000 tested, 0.75% active. Q96T88. UHRF1 binding to methylated oligo, TR-FRET. inhibition, % at 4.4 µM; in the data active = inhibition above about 21%;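 also: UHRF1 SRA domain binding a hemimethylated CpG hairpin DNA probe; 0% = median of test compound wells and 100% = reference inhibitor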
Target sequence (Q96T88 whole entry, looked up, the tested form may be a part): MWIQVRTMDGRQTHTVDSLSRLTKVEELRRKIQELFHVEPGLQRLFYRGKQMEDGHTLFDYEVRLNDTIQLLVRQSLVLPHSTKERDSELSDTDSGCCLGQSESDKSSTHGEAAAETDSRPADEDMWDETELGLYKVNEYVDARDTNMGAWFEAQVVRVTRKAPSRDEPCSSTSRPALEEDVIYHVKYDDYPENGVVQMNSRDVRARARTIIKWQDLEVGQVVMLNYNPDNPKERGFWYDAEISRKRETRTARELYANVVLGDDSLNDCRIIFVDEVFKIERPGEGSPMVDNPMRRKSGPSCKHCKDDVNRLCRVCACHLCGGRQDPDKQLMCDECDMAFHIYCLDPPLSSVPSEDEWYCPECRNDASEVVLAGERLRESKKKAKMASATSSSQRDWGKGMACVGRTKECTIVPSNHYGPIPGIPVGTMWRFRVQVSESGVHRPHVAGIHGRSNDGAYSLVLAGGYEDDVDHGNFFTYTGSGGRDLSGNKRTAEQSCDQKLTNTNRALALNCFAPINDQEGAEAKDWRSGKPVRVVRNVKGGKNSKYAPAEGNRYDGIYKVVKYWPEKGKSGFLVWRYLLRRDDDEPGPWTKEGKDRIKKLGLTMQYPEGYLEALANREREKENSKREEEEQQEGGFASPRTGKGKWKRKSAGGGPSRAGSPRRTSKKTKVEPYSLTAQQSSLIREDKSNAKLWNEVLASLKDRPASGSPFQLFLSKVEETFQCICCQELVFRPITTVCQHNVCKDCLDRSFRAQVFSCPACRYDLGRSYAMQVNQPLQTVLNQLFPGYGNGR
DDE Tn6 FP inh = inhibitors of Tn6 peptide binding to human fibrin DD(E); P02675; Fibrin DD(E) TRITC-Tn6 fluorescence polarization displacement; inhibition, % at 8.3 µM; 370,000 tested, 0.21% active; AID 720509;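 active = inhibition above a per-campaign cutoff: mean of compounds within control limits plus 3 SD, cut at about 15% in these data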;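 also: 0% = median of all compound wells on the plate and 100% = blocking peptide control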
LEDGF integ inh = blocks HIV-1 LEDGF/p75-dependent DNA integration; TR-FRET IN-LEDGF/p75 DNA integration, Eu/Cy5; inhibition, % at 3.7 µM; 370,000 tested, 0.64% active;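 active = inhibition above the screen-wide mean plus 3 SD, cut at about 13% in these data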;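 also: signal is the Cy5 over europium emission ratio at 671 and 618 nm; 0% = plate median of compound wells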
An asterisk follows results filed as active; nt = not tested or not shown.

SIAE inh	MBD2 DNA inh	TDP2 absorb	Tn7 DDE FP	PRMT1 FP inh	TCR-CD3 inh	KLK7 zymogen act	UHRF1 MBD2 ctr	DDE Tn6 FP inh	LEDGF integ inh	structure
-7	-3	5	0	-1	nt	0.5	-3	13	0	CC(C)C[C@H]1COc2cccc(F)c2S(=O)(=O)N1Cc1cn(CCC2OCCCO2)nn1
-3	-5	-1	-11	-6	1	1.0	-1	3	2	Cc1cccnc1C(c1ccc(F)cc1)N(C)C(=O)C1CCN(CCCOc2ccc(F)cc2)CC1 (centres undefined)
-1	1	-2	2	-4	nt	0.2	-4	-6	-2	CC(COc1cccc(Cl)c1)CN1CCC(C(O)(c2ccccc2)c2ccccc2)CC1 (centres undefined)
3	-7	-8	0	0	7	0.1	-2	1	2	CCn1c(SCC(=O)c2[nH]c(C)c(C(C)=O)c2C)nnc1-c1ccccc1
-6	-3	-13	-1	1	9	-0.3	3	1	2	COc1ccc(/C=C(\NC(=O)c2ccc(OC)cc2)C(=O)Nc2ccccc2C(=O)O)cc1
-6	-1	7	5	6	5	0.5	1	11	-1	CCOC(=O)c1cc(-c2ccc(C)o2)nn1CCC#N
3	3	-2	-3	3	-7	0.7	2	-9	-5	CC(C)Oc1ccc(C(=O)N2CCN(C(=O)c3ccco3)CC2)cc1
5	3	-4	-3	-2	nt	0.2	-1	-3	-2	C[C@@H]1COc2cc(Br)ccc2S(=O)(=O)N1Cc1cn(Cc2ccc(Cl)cc2)nn1
8	3	19	3	-1	3	0.7	-2	-3	0	CC(=O)c1ccc(N2CCN(C(=O)c3nn(C)c4c3CS(=O)(=O)c3ccccc3-4)CC2)cc1
0	1	-9	-9	-2	0	0.2	0	7	0	COc1ccc(-c2oc3ccc(-c4cc(OC)c(OC)c(OC)c4)cc3c2-c2ccc(OC)cc2)cc1
4	3	-13	-2	-4	10	0.4	-5	-9	4	COc1ccc(OCC(=O)Nc2cc(-c3nn4c(C)nnc4s3)ccc2C)cc1
-5	4	4	-6	-1	-2	-0.9	3	-2	-1	CCOC(=O)C1CCN(CC(=O)c2c(C)n(C)c3ccc(OC)cc23)CC1
-3	-2	-14	6	-4	6	0.1	-1	4	-1	Fc1ccccc1CSc1nc2ccccc2[nH]1
11	-1	5	2	0	6	-0.3	-1	0	0	Cc1ccn(C(C)CC(=O)N2CCc3ccccc32)n1 (centres undefined)
4	-5	-5	5	1	1	0.1	0	7	-1	CSc1ccccc1OCc1cc(C(=O)NC2CCOC2)no1 (centres undefined)
5	2	0	3	4	-8	0.0	2	-4	1	O=C(O)c1ccc(C(=O)c2cc([N+](=O)[O-])cc([N+](=O)[O-])c2)cc1
3	1	0	-5	-5	-8	0.4	-1	-7	-1	COc1cc(NC(=O)c2cccc3c2C(=O)N(Cc2cccnc2)C3)cc(OC)c1OC
-3	-2	1	-3	0	-9	0.6	-1	-2	-2	COc1cc(CNc2ncnc3c2ncn3[C@H]2CN(Cc3ccco3)C[C@@H](CO)O2)cc(OC)c1OC
-3	-4	-5	4	0	2	-0.1	-2	-4	-2	CC(=O)n1cc([C@H]2C=C(C(=O)Nc3ccccc3)O[C@@H](OCCCCO)C2)c2ccccc21
0	-5	-4	1	0	4	-0.3	0	2	3	CC(C)CCC[C@](C)(O)c1ccc(C(=O)O)cc1O

3 entries from above, tab-delimited.
Structure	SIAE inh	MBD2 DNA inh	TDP2 absorb	Tn7 DDE FP	PRMT1 FP inh	TCR-CD3 inh	KLK7 zymogen act	UHRF1 MBD2 ctr	DDE Tn6 FP inh	LEDGF integ inh
CC(=O)c1ccc(N2CCN(C(=O)c3nn(C)c4c3CS(=O)(=O)c3ccccc3-4)CC2)cc1	8	3	19	3	-1	3	0.7	-2	-3	0
CC(COc1cccc(Cl)c1)CN1CCC(C(O)(c2ccccc2)c2ccccc2)CC1 (centres undefined)	-1	1	-2	2	-4	nt	0.2	-4	-6	-2
COc1cc(CNc2ncnc3c2ncn3[C@H]2CN(Cc3ccco3)C[C@@H](CO)O2)cc(OC)c1OC	-3	-2	1	-3	0	-9	0.6	-1	-2	-2

(list continues)
SIAE inh	MBD2 DNA inh	TDP2 absorb	Tn7 DDE FP	PRMT1 FP inh	TCR-CD3 inh	KLK7 zymogen act	UHRF1 MBD2 ctr	DDE Tn6 FP inh	LEDGF integ inh	structure
7	-2	3	3	-2	10	0.2	2	3	-4	CC(C)C(C(=O)Nc1ccccc1)N1C(=O)c2ccccc2C1=O (centres undefined)
6	-4	7	-6	0	-4	-0.7	-5	-5	1	COc1ccc(Nc2nc(-c3cc4cccc(OC)c4oc3=O)cs2)cc1
4	-5	18	9	-2	0	-0.6	1	-2	1	CN(C(=O)CSc1nnnn1-c1ccc(O)cc1)C1CCS(=O)(=O)C1 (centres undefined)
5	-2	-1	6	1	3	-0.2	1	-6	1	CCCCC(NS(=O)(=O)c1ccc(OC)cc1)C(=O)O (centres undefined)
6	-4	9	-5	1	0	13*	-1	0	-1	CCc1cc(=O)oc2c3c(cc(OCC(=O)NC4CC4)c12)OC(C)(C)CC3
1	0	-7	-1	-3	8	0.1	2	4	2	COc1ccc(N(CC2CO2)S(=O)(=O)c2ccc(C)cc2)cc1 (centres undefined)
1	-3	3	0	1	-6	0.8	4	-7	-2	CNc1nc(OC)nc(N(C#N)CN2C(=O)c3ccccc3S2(=O)=O)n1
-14	7	-11	5	-4	-4	-0.2	2	-13	4	Cc1cc(C(=O)N/N=C/c2ccc(-c3cccc(Br)c3)o2)n[nH]1
-3	5	4	4	-4	-3	0.3	-3	0	1	O=C(Nc1cc(Cl)cc(Cl)c1)C(c1ccccc1)N1CCCCC1 (centres undefined)
-4	2	-1	4	3	-13	-1.6	0	-2	0	COc1ccc(C2=CC(=O)C[C@H](c3ccc(F)cc3)C2)c(OC)c1
-2	1	-1	5	2	-2	0.7	1	-2	2	C#CCOCCOCCOCCNc1nc(N2CCN(C(=O)CCCCCCCCCCNC(=O)[C@@H](CCC(=O)O)n3cc(CCCCCN)nn3)CC2)nc(N2CCN(C(=O)CCCCCCCCCCNC(=O)[C@@H](CCC(=O)O)n3cc(CCCCCN)nn3)CC2)n1
5	-5	-2	-3	-2	-4	0.0	-4	1	1	COCCNC(=S)N/N=C/c1ccc(-c2ccc([N+](=O)[O-])cc2)o1
4	-10	8	3	-3	6	-0.2	-4	4	-1	COc1ccc(C(=O)Cn2ccsc2=NC(C)=O)cc1
-3	-4	9	-2	14	-8	0.6	-1	-17	-1	CCOC(=O)c1c(N)sc2c1CCSC2
-3	-5	-14	-1	1	2	0.6	-6	-5	-5	O=C(c1ccc(Cl)cc1)N1CCN(c2ccc([N+](=O)[O-])c(NCc3cccnc3)c2)CC1
7	3	19	-3	-8	-5	0.2	-3	4	-1	O=S1(=O)CC/C(=N/Nc2ccccn2)c2cc(F)ccc21
3	-3	-7	2	-1	4	-0.4	2	-5	0	O=C(NCc1ccccc1)N1CCN(c2ccc(Cl)c(Cl)c2)CC1
1	10	6	2	1	-4	89*	5	6	0	CC(NC(=O)OC(C)(C)C)C(=O)Oc1ccc2ccc(=O)oc2c1 (centres undefined)
-7	-3	1	0	5	2	-0.6	0	8	0	COc1ccc(-c2nnc3n2CCCCC3)cc1OC
-23	5	5	-1	-1	-3	0.1	-4	-9	-2	S=C(NCCSCc1ccc(Cl)cc1Cl)Nc1ccccc1
-81	-2	5	-5	7	11	-2.7	-2	-5	2	CC(=O)C1=C(C)NC(SCC(=O)Nc2nc3ccccc3s2)=C(C#N)C1c1ccc(Cl)cc1 (centres undefined)
1	0	5	-2	-1	-5	0.1	0	0	3	CCCCN1C(=N)N([C@@H](C)CN2CCC[C@H]2CN2C(N)=NC[C@H]2C(C)C)C[C@H]1[C@H](C)CC
6	-4	5	-3	4	7	0.9	-4	1	2	N#Cc1c(NC(=O)c2cnccn2)sc2c1CCCC2
-4	5	2	1	2	-5	-0.3	0	-9	-1	CCOC(=O)c1nnn(-c2nonc2N)c1CNc1ccc(C)c(Br)c1
-4	4	-9	-1	-2	3	0.2	0	5	1	CC(=O)Nc1cc(-c2ccc(Cl)cc2)[nH]n1
-2	-3	5	1	-1	-4	0.4	3	6	-2	CC1CC2(CCCC2)N(C(=O)c2ccccc2)Cc2ccccc21 (centres undefined)
-2	-1	-7	-4	0	8	-0.9	2	-1	0	Cc1nn(C)cc1S(=O)(=O)N1CCN(Cc2ccc(F)cc2Cl)CC1
3	-7	3	8	2	-6	0.7	2	0	-1	O=C(Nc1cccc(S(=O)(=O)N2CCOCC2)c1)C(c1ccccc1)N1CCCCC1 (centres undefined)
3	2	7	1	0	-10	-0.1	-1	8	0	O=C(NN1C(=O)C2C(C1=O)C1C=CC2C12CC2)c1ccncc1 (centres undefined)
-8	0	3	1	-3	3	0.8	-3	9	0	CC(C)=CC(=O)Nc1ccc(OCc2ccccc2)cc1
0	-1	-1	1	-3	3	-7.9	-1	-8	1	Cc1ccc(-n2c(N)c(S(=O)(=O)c3ccccc3)c3nc4ccccc4nc32)cc1
-4	-3	13	5	0	0	0.1	-3	-9	-5	COc1ccc(NC(=O)CSc2nnnn2C)c([N+](=O)[O-])c1
-10	2	3	-9	-6	2	0.5	-5	-2	5	COc1ccccc1-c1nnc(-c2ccc(F)cc2)o1
-5	4	7	6	1	-4	-0.8	1	-4	-1	N=c1c(S(=O)(=O)c2ccccc2)cc2c(=O)n3ccccc3nc2n1C1CCCC1
12	-3	-9	-1	-1	1	0.5	1	-5	7	COc1ccc(-n2nc(C(=O)NCC(=O)N3CCCC3)c3ccccc3c2=O)cc1Cl
3	-3	8	-3	0	-7	0.1	-1	8	4	COCC(=O)NNC(=S)Nc1cccc(C)c1C
2	1	1	-7	0	5	0.1	-2	1	0	O=C(NCc1ccco1)c1nnc(Cc2ccc(Cl)cc2)o1
2	-1	6	-9	7	-2	0.1	1	-2	-1	CC(C)c1ccc2nc(N)sc2c1
3	-3	4	9	3	-2	-9.3	-1	5	0	COc1cc(OC)cc(C2=Cc3ccccc3C(CC(=O)c3ccco3)N2c2ccc(-c3cncnc3)cc2)c1 (centres undefined)
-21	2	-7	-6	-1	2	-1.3	-4	-4	-4	Cc1nc(SCc2nc3ccccc3[nH]2)c2oc3ccccc3c2n1
9	-5	15	-9	0	3	-1.0	1	-1	1	CCc1nc(SCC(=O)NNC(=O)C2CCCCC2)c2ccccc2n1
-8	10	-12	0	4	2	-0.1	21	-3	2	CC1CCCCN1S(=O)(=O)c1ccc(NC(=O)c2ccco2)cc1 (centres undefined)
2	-4	-3	0	-5	-3	-0.2	-7	-1	5	CC(=O)c1cc(-c2ccccc2)n(CC(=O)Nc2cc(C)cc(C)c2)c1C
5	-2	-5	9	24*	2	0.3	-1	-3	0	CCCN(CCC)C(=O)c1ccc2c(c1)N(Cc1ccccc1)C(=O)CS2=O (centres undefined)
1	5	2	-3	6	-5	-0.4	-1	7	-6	COc1ccc(NC(=O)C2CCN(C(=O)Cc3ccccc3)CC2)cc1OC

Random draw from the library; about 4.6% have a hit in one of these screens.
